# High-throughput results deposited in PubChem BioAssay by National Center for Advancing Translational Sciences (NCATS).
# Tau fil binding = tau filament binding; P10636; recombinant tau filaments, thioflavin S fluorescence, 15 h; filaments grown with octadecylsulfate alongside compound; Potency, µM (top dose mostly 57.1 µM), inactives show at the top dose activity change, negative = inhibition; actives 2% (n = 71,000);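 also: potency is read from the fitted curve at half-maximal effect; % is scaled to controls: 0 for no effect and ±100 for the full control effect; actives lower thioflavin S fluorescence by blocking filaments or displacing dye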
#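 Assay mix: 1 uM His-tagged tau, 30 uM sodium octadecylsulfate, thioflavine S dye in HEPES/NaCl/DTT buffer. Compound is added prior to the inducer. Fluorescence after 15 h at 37 C.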
# Texas Red fluor = compound fluoresces in the Texas Red spectral region; Compound fluorescence, Texas Red channel, 547/618 nm; active compounds read high; max dye-equivalent concentration, M; actives 0.06% (n = 59,000); in the data active = max dye-equivalent concentration above about 10 nM; inconclusive = between about 1.1 nM and that limit
#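 Compound titrations in 100 mM Tris pH 8.0 were incubated 15 min at room temperature and read at 547 nm excitation / 618 nm emission. Texas Red six-point standard curve on each plate converted fluorescence to dye-equivalent concentration.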
# USP2a inhib = USP2a (human) protease inhibition; actives 0.1% (n = 60,000); USP2a enzymatic assay, qHTS inhibition; AID 927; Potency, µM (highest dose often 38.3 µM), inactives show at the highest dose activity change, negative = inhibition, most hits filed as inhibitors;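 also: potency is read from the fitted curve at half-maximal effect; nearly all actives have a fitted effect of over 60% in size; plate controls were DMSO for no effect and NEM full inhibition control for full effect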
#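 USP2 core (20nM final) preincubated 30 min RT with compound, then Ub-PLA2 20nM and NBD C6-HPC 20uM final added; buffer 20mM Tris-HCl pH 8.0, 2mM CaCl2. Fluorescence Ex 460/Em 535 read at 0 and 2.5 h; normalized to NEM.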
# FLuc inh = inhibitors of firefly luciferase; Potency, µM (doses to about 57.1 µM), for the others: at the top dose activity change, negative = inhibition, usual class: inhibitors; actives 2.2% (n = 72,000); AID 411; P08659; purified firefly luciferase, luminescence, 8 min; also: potency is read from the fitted curve at half-maximal effect; % is scaled to controls: 0 for no effect and ±100 for the full control effect; nearly all actives have a fitted effect of over 40% in size
#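 Here, luciferase activity is measured as luminescence following an 8 min room-temperature reaction at 10 uM ATP, pH 7.2. Every library sample is titrated.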
# HADH2 inh = blocks human hydroxyacyl-CoA dehydrogenase type II; Q99714; Potency, µM (top dose mostly 57.1 µM), without a hit: at the top dose activity change, negative = inhibition, hits mostly inhibitors; recombinant HADH2, NADH fluorescence, beta-hydroxybutyryl-CoA; AID 886; actives 3.4% (n = 73,000); also: potency is read from the fitted curve at half-maximal effect; % is scaled to controls: 0 for no effect and ±100 for the full control effect; nearly all actives have a fitted effect of over 60% in size; many of its hits are not listed in these tables
#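 NADH fluorescence (ex 360/em 450 nm) read every 30 s for 4 min; activity taken as last-minus-first time point difference. Enzyme 20 nM, NAD+ 1 mM, beta-hydroxybutyryl-CoA 90 uM, pH 9.0 Tris buffer.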
# Caspase-7 inhib = blocks human caspase-7 allosterically or competitively; P55210; recombinant caspase-7, Ac-DEVD-AFC fluorescence rate; Potency, µM (top dose mostly 57.5 µM), inactives show top-dose activity change, negative = inhibition, actives largely listed as inhibitors; actives 0.02% (n = 75,000); active = well fitted inhibition curve with a large enough effect in the main read-out, with a control signal flat, not every such curve was filed as active; inconclusive = small, poorly fitted or top-dose-only effect, or a change in a side signal; also: potency is read from the fitted curve at half-maximal effect; % of control where 0% means no effect
# Target sequence (P55210 24-198 limits assumed): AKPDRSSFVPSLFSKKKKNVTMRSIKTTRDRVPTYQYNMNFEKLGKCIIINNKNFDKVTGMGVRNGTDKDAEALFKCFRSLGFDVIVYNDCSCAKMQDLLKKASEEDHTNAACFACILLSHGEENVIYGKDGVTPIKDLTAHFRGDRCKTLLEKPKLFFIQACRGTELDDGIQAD
# Target sequence (P55210 207-303 limits assumed): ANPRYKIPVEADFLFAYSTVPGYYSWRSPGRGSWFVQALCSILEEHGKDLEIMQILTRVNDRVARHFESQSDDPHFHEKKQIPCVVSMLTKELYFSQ
# HEK293 cAMP cs = counter-screen for TSHR agonists: cAMP increase in parental HEK293; AID 938; parental HEK293 CNG cAMP sensor, membrane potential fluorescence; actives 2.5% (n = 73,000); Potency, µM (top dose mostly 57.1 µM), without a hit: at the highest dose activation, usual class: activators; also: potency is read from the fitted curve at half-maximal effect; % of control where 0% means no effect; nearly all actives have a fitted effect of over 55% in size
#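 Parental HEK 293 cells stably expressing a modified CNG channel (no TSHR) report cAMP rise as membrane depolarization. Membrane potential dye with 100 uM RO 20-1724 was loaded for 60 min at room temperature, then compound added for 30 min; fluorescence read at 590 nm.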
# Rhodamine autofl = compound fluoresces in the rhodamine spectral region; Rhodamine-region fluorescence, 547/598 nm, Tris buffer; active compounds read high; max dye-equivalent concentration, M; actives 0.05% (n = 59,000); in the data active = max dye-equivalent concentration above about 11 nM; inconclusive = between about 1.1 nM and that limit
#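 Read-out is relative fluorescence at 547 nm excitation and 598 nm emission, expressed as dye-equivalent concentration using rhodamine standards on every plate. Each compound was profiled across a concentration series after 15 min in 100 mM Tris, pH 8.0.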
# Caspase-1 inhib = blocks human caspase-1 allosterically or competitively | P29466 | Caspase-1 enzyme, Ac-WEHD-AFC fluorogenic rate | AID 900 | Potency, µM (titrated, usually from 57.5 µM), for the others: at the top dose activity change, negative = inhibition, usual class: inhibitors | actives 0.03% (n = 75,000);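 also: potency is read from the fitted curve at half-maximal effect; plate controls were vehicle for no effect and no substrate for full effect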
# Target sequence (P29466 120-297 limits assumed): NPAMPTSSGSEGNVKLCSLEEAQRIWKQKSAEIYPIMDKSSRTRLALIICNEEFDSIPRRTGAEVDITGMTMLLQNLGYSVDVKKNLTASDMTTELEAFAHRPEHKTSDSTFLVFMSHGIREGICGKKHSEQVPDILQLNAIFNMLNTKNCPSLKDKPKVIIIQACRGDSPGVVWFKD
# Target sequence (P29466 317-404 limits assumed): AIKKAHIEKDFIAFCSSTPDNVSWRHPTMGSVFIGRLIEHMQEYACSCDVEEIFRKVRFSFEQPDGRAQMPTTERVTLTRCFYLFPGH
# ERK AVP inh = vasopressin-driven ERK pathway inhibition | HEK293-V1b, vasopressin-stimulated pERK AlphaScreen | Potency, µM (titrated, usually from 57.5 µM), inactives show top-dose activity, negative = inhibition, most hits filed as inhibitors | actives 0.99% (n = 72,000) | AID 995; also: potency is read from the fitted curve at half-maximal effect; % is scaled to controls: 0 for no effect and ±100 for the full control effect; nearly all actives have a fitted effect of over 55% in size
#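 V1b-HEK293 cells; cpd 30 min 37C; 25 nM vasopressin 5 min; lyse 10 min; AlphaScreen beads 5 hr RT. Normalized to DMSO basal and 25 nM vasopressin; AC50 by Hill fit.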
# Fluorescein autfl = compound autofluorescence in fluorescein spectral region. AID 593. Compound autofluorescence, 480/540 nm, fluorescein-equivalent; active compounds read high. max fluorescein-equivalent concentration, M. actives 0.91% (n = 59,000); in the data active = max fluorescein-equivalent concentration above about 10 nM; inconclusive = between about 1.1 nM and that limit
#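 Autofluorescence profiling; 100 mM Tris, pH 8.0; incubation 15 min at RT; ex/em 480/540 nm; result as fluorescein-equivalent concentration.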
# Starred values were filed as active, the others as inactive; i = inactive; ? = inconclusive; nt = not tested or not shown; [ ] = another dose, or the depositor's remark. Unless noted, calls follow the shape of the dose curve; as a rule, active = well fitted curve in the direction sought with a large enough effect; inconclusive = small, poorly fitted or top-dose-only effect, or another doubt; inactive = no such curve, though single readings can be large; an effect the other way counts as inactive or inconclusive. Only part of the results is shown. The share of hits here may be higher or lower than overall.
SMILES,Tau fil binding,Texas Red fluor,USP2a inhib,FLuc inh,HADH2 inh,Caspase-7 inhib,HEK293 cAMP cs,Rhodamine autofl,Caspase-1 inhib,ERK AVP inh,Fluorescein autfl
COc1cccc(NC(=O)CSc2nc(N)cc(N)n2)c1,3%,i,4%,-2%,0%,0%,-2%,i,-2%,-29%,i
CC(C)CN(CC(C)C)S(=O)(=O)N1CCC(C(=O)NCc2ccccn2)CC1,-27%,i,12%,2%,0%,-7%,16%,i,-9%,1%,i
Cc1ccccc1NC(=O)CCC(=O)OCCCC(F)(F)C(F)(F)F,-12%,i,7%,1%,1%,0%,5%,i,1%,-2%,?
CC1(C)CC(=O)C(C=NCCN2CCNC2=O)=C(O)C1,-2%,i,3%,-2%,3%,0%,12%,i,-5%,-8%,i
COc1c(NC(C)=O)c2ccccc2c2ccccc12,2%[11.4 µM],i,nt,-1%[11.4 µM],3%[11.4 µM],1%[11.5 µM],5%[11.4 µM],i,-1%[11.5 µM],8%[11.5 µM],i
OC(c1ccc(Cl)cc1Cl)C(Cc1cccnc1)n1cncn1 (configuration not stated),2%,i,-1%,3%,12%,0%,1%,i,0%,-2%,i
CC1(C)CC(=O)C2=C(C1)Oc1ncn(CCCn3ccnc3)c(=N)c1C2c1ccccc1 (configuration not stated),19%,i,3%,-1%,9%,0%,21%,i,-2%,-22%,i
O=c1c(-c2ccc(Cl)cc2)nc2cnc(N3CCOCC3)nc2n1C1CC1,20%,i,-8%,-1%[11.4 µM],8%,-21%,4%,i,-16%,-4%,1e-08M*
Cc1nn(-c2ccccc2)c2c1C(c1cccnc1)N1C=C(S(=O)(=O)N3CCCCC3)C=CC1=N2 (configuration not stated),16µM*,i,28%,2%,0%,-3%,?,i,-2%,-2%,?
COc1cc(C(=O)Nc2cc(C)ccn2)cc(OC)c1OC,-5%,i,24%,0%,10%,-1%,14%,i,1%,-7%,?
O=C(CSc1ncccn1)NCc1ccccc1,-2%[11.4 µM],nt,0%[7.66 µM],2%,-7%[11.4 µM],0%,-6%[11.4 µM],nt,-4%,1%,nt
O=C(CN1C(=O)C2CC=CCC2C1=O)Nc1ccc(-c2nnc3n2CCCCC3)cc1 (configuration not stated),9%,i,9%,1%,9%,-4%,9%,i,-4%,-3%,?
CC1CCC(NC(=O)C2c3ccccc3C(=O)N2CCCN2CCOCC2)CC1 (configuration not stated),-5%,?,-7%,-2%,11%,2%,10%,i,1%,5%,?
CCCc1nc2oc3c(NCC4CCCO4)ncnc3c2c2c1COC(C)(C)C2 (configuration not stated),0%,?,20%,3%,?,2%,17%,i,0%,-13%,i
NC(=O)c1oc2ccc(Cl)cc2c1N,-7%,i,-1%,1%,32µM*,0%,0%,i,1%,-8%,i
FC(F)(F)c1ccccc1-c1nc(NC2CCNCC2)c2ccccc2n1,-13%,i,13%,3%[2.29 µM],11%,-2%,-8%,i,-3%,-10%,?

# 11 entries from above, sorted by molecular weight, highest first:
SMILES,Tau fil binding,Texas Red fluor,USP2a inhib,FLuc inh,HADH2 inh,Caspase-7 inhib,HEK293 cAMP cs,Rhodamine autofl,Caspase-1 inhib,ERK AVP inh,Fluorescein autfl
O=C(CN1C(=O)C2CC=CCC2C1=O)Nc1ccc(-c2nnc3n2CCCCC3)cc1 (configuration not stated),9%,i,9%,1%,9%,-4%,9%,i,-4%,-3%,?
CC(C)CN(CC(C)C)S(=O)(=O)N1CCC(C(=O)NCc2ccccn2)CC1,-27%,i,12%,2%,0%,-7%,16%,i,-9%,1%,i
CC1CCC(NC(=O)C2c3ccccc3C(=O)N2CCCN2CCOCC2)CC1 (configuration not stated),-5%,?,-7%,-2%,11%,2%,10%,i,1%,5%,?
FC(F)(F)c1ccccc1-c1nc(NC2CCNCC2)c2ccccc2n1,-13%,i,13%,3%[2.29 µM],11%,-2%,-8%,i,-3%,-10%,?
Cc1ccccc1NC(=O)CCC(=O)OCCCC(F)(F)C(F)(F)F,-12%,i,7%,1%,1%,0%,5%,i,1%,-2%,?
OC(c1ccc(Cl)cc1Cl)C(Cc1cccnc1)n1cncn1 (configuration not stated),2%,i,-1%,3%,12%,0%,1%,i,0%,-2%,i
COc1cc(C(=O)Nc2cc(C)ccn2)cc(OC)c1OC,-5%,i,24%,0%,10%,-1%,14%,i,1%,-7%,?
CC1(C)CC(=O)C(C=NCCN2CCNC2=O)=C(O)C1,-2%,i,3%,-2%,3%,0%,12%,i,-5%,-8%,i
COc1c(NC(C)=O)c2ccccc2c2ccccc12,2%[11.4 µM],i,nt,-1%[11.4 µM],3%[11.4 µM],1%[11.5 µM],5%[11.4 µM],i,-1%[11.5 µM],8%[11.5 µM],i
O=C(CSc1ncccn1)NCc1ccccc1,-2%[11.4 µM],nt,0%[7.66 µM],2%,-7%[11.4 µM],0%,-6%[11.4 µM],nt,-4%,1%,nt
NC(=O)c1oc2ccc(Cl)cc2c1N,-7%,i,-1%,1%,32µM*,0%,0%,i,1%,-8%,i
